# GPR35 arrestin U2OS – GPR35 antagonists blocking zaprinast-driven arrestin recruitment, primary screen, imaging, U2OS, beta-arrestin-GFP, zaprinast agonist (AID 2058); G-protein coupled receptor 35 (Homo sapiens); U2OS GPR35 beta-arrestin-GFP translocation imaging, zaprinast antagonism; higher % means a stronger effect; inhibition, % at 10 µM; hits with a dose series show IC50 in µM; 290,000 compounds, 0.052% hits;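 active means inhibition of at least 50% with at least 30 cells and total cytoplasm GFP at most 10,000,000; inconclusive means under 30 cells or total GFP of 10,000,000 plus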
# LYP phosphatase – inhibitors of LYP phosphatase, biochemical, fluorescence intensity, uHTS (AID 1779); recombinant LYP phosphatase, fluorescence intensity; higher % means a stronger effect; inhibition, % at 11.5 µM, or IC50 in µM where a hit was titrated; 290,000 compounds, 0.054% hits; in the data active means inhibition above about 50%;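 further: plate controls were vehicle with enzyme for no effect and no enzyme for full effect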
# K1F lysis inhibition – inhibition of K1F phage lysis, E. coli UTI89, bacterial capsule biogenesis inhibitors, alamar blue (AID 488966). E. coli UTI89 K1F phage lysis, alamar blue, 2 h; higher % means a stronger effect. 340,000 compounds, 0.02% hits. one-dose inhibition, % at 100 µM; IC50 in µM for titrated hits;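 active means phage lysis inhibition, versus mean bacterial control, above a set limit; inconclusive means no clear call, values can overlap the other calls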;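 further: capsule biogenesis inhibitors block K1F phage lysis so surviving cells raise fluorescence; higher fluorescence means more inhibition of phage lysis; actives were called in the ten point dose series up to 300 µM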
# NTR1 ag – agonists of NTR1, primary screen, imaging, U2OS cells, beta-arrestin-GFP, high content (AID 493036) | Neurotensin receptor type 1 (Homo sapiens), P30989 | NTR1-U2OS beta-arrestin-GFP spot imaging, agonist mode | activation, % at 20 µM | 330,000 compounds, 0.17% hits;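 active means activation at or above 40% of the spot to cytoplasm intensity ratio, with at least 20 cells analyzed; inconclusive means wells under 20 cells, flagged as cytotoxic or low count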;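 further: 0% = DMSO without peptide and 100% = 100 nM NTR1 peptide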
# Target sequence (P30989 whole entry, looked up): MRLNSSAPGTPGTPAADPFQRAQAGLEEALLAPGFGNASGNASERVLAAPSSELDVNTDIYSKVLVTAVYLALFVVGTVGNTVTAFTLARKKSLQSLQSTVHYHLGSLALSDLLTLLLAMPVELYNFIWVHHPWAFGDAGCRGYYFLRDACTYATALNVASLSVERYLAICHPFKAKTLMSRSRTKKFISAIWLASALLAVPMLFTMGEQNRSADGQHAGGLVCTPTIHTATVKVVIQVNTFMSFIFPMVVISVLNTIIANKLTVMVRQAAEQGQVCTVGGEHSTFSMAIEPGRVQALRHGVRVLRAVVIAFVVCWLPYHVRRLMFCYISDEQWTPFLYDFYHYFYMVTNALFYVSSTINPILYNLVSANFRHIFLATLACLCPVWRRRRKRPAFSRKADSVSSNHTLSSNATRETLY
# NS5 inhibitors – Dengue-2 NS5 methyltransferase inhibitors, primary screen, biochemical, confirmation dose response (AID 588689); inhibition, % at 25 µM, or IC50 in µM where a hit was titrated; Dengue-2 NS5 methyltransferase capping enzyme assay, biochemical; higher % means a stronger effect; 340,000 compounds, 0.3% hits; in the data active means a potency from the dose series; inconclusive means inhibition above about 29% without an active follow-up result
# RSV antiviral HEp-2 – RSV antiviral activity via CPE protection, HEp-2 cells, primary 10 µM value included (AID 2391). one-dose CPE inhibition, % at 10 µM; IC50 in µM for titrated hits. 310,000 compounds, 0.13% hits. HEp-2 cells, RSV-induced CPE inhibition; higher % means a stronger effect; in the data active means a potency from the dose series; inconclusive means CPE inhibition mostly from about 23% at the one dose, without a potency; inactive means the rest, 99 in 100 with CPE inhibition below about 21%; further: strong numbers were not always called active
# AID2073 – inhibitors of Mint1-CaV2.2 protein interaction, biochemical, HTRF (AID 2073); Voltage-dependent N-type calcium channel subunit alpha-1B (Homo sapiens); HTRF protein-protein interaction, Mint1-CaV2.2; higher % means a stronger effect; inhibition, % at 20 µM, or IC50 in µM where a hit was titrated; 290,000 compounds, 0.19% hits; in the data active means inhibition mostly above about 51%, no sharp cut-off; inconclusive means no clear call, values can overlap the other calls; inactive means mostly below about 53%; further: some results filed as inactive read as strong as hits
# NTR1 ag cell count 20 µM – second read-out of NTR1 ag, no call of its own (marks repeat the call); cell count; measured here: cell count, cytotoxicity flag
# NS5 inhibitors pilot replicate – second read-out of NS5 inhibitors, no call of its own (marks repeat the call); inhibition, %; measured here: pilot screen replicate inhibition
# Active calls of the source: *; i = inactive; ? = inconclusive; / = not tested or not shown. These rows are one share of the data, so the mix of outcomes need not match the whole.
SMILES,GPR35 arrestin U2OS,LYP phosphatase,K1F lysis inhibition,NTR1 ag,NS5 inhibitors,RSV antiviral HEp-2,AID2073,others
Cc1cc(OCC(=O)Nc2cc(C)nn2-c2ccccn2)c2c3c(c(=O)oc2c1)CCC3,-1.8%,-5.8%,/,/,/,/,0.1%,
Cc1ccc2c(c1)C1CN(C)CCC1N2C(=O)Cn1cnc2c1c(=O)n(C)c(=O)n2C (configuration not stated),-1.4%,2.5%,/,/,/,/,-11.0%,
CN1C(=O)N(C)C(=O)C2(Cc3c(nc4ccccn4c3=O)N3CCC(Cc4ccccc4)CC32)C1=O (configuration not stated),1.2%,-8.3%,/,/,/,/,5.8%,
C[C@@H]1CCC2[C@@H](C)C(=O)O[C@@H]3OC4(C)CCC1[C@@]23OO4 (some centres not stated),/,/,/,-1.9,/,/,/,NTR1 ag cell count 20 µM=58
C[C@]12CCC3C(CC[C@H]4C[C@@H](O)CC[C@]34C)C1C[C@H](Br)[C@@H]2O (some centres not stated),/,/,/,2.3,/,/,/,NTR1 ag cell count 20 µM=65
C[C@]12CCC3C(CC[C@H]4C[C@H](O)CC[C@]34C)C1C[C@@H](CCCCl)[C@@H]2O (some centres not stated),/,/,/,6.6,/,/,/,NTR1 ag cell count 20 µM=49
CN(C)[C@@H]1C(=O)C(C(N)=O)=C(O)[C@@]2(O)C(=O)C3=C(O)c4c(O)cccc4[C@@](C)(O)[C@H]3C[C@@H]12,/,/,/,3.9,/,1.6%,/,NTR1 ag cell count 20 µM=49
O=[N+]([O-])c1ccc2nc(N3CCNCC3)ccc2c1,/,/,/,-1.2,/,-0.9%,/,NTR1 ag cell count 20 µM=49
Cc1ccc(-[n+]2c(Cc3nn(-c4ccccc4)c(C)[n+]3-c3ccc(C)cc3)nn(-c3ccccc3)c2C)cc1,/,/,/,/,4.0%,/,/,
Oc1ccc(CCNCc2cc3c(cc2Br)OCO3)cc1,/,/,/,/,-1.7%,/,/,
O=C1OCCC1C(=O)c1ccccc1 (configuration not stated),/,/,/,/,1.1%,/,/,
CC(=O)NCC1=C(c2ccc3ccccc3c2)C[C@@H]2CC[C@H]1N2Cc1ccco1,/,/,/,/,0.0%,/,/,
c1ccc(C2(NC3=NCCO3)CCCCC2)cc1,/,/,/,/,-2.9%,/,/,
CC(C)COC(=O)N1Cc2ccccc2-n2nncc2C1,/,/,/,/,-1.1%,/,/,
CN1CCCC2c3ccccc3CCC21 (configuration not stated),/,/,/,/,-2.3%,/,/,
C[C@]12CC[C@@H](O)C[C@@H]1CC[C@@H]1[C@@H]2CC[C@]2(C)C(=O)[C@H](O)C[C@@H]12,/,/,/,/,-2.2%,/,/,
COc1ccc(OC(=O)N(C)C[C@H]2OCc3cnnn3CCCC(=O)N([C@H](C)CO)C[C@@H]2C)cc1,/,/,/,/,7.0%,/,/,
COc1ccc(CCNCc2cc(OC)cc(OC)c2)cc1,/,/,/,/,-5.1%,/,/,
COC(=O)N1Cc2ccccc2-n2nncc2C1,/,/,/,/,-0.6%,/,/,
COc1ccc(C2C=C(C)Oc3c2c(=O)oc2ccccc32)cc1OC (configuration not stated),/,/,/,/,2.9%,/,/,
COC(=O)C1=C(c2cccc(OCc3ccccc3)c2)C[C@@H]2CC[C@H]1N2C,/,/,/,/,4.4%,/,/,
CC(C)C1C(C#N)=C(N)Oc2c1c(=O)oc1ccccc21 (configuration not stated),/,/,/,/,3.9%,/,/,
Cc1ccc(OC(=O)N(C)C[C@@H]2OCc3cnnn3CCCC(=O)N([C@@H](C)CO)C[C@H]2C)cc1,/,/,/,/,1.2%,/,/,
C[C@H](CO)N1C[C@H](C)[C@@H](CN(C)C(=O)Oc2ccccc2)OCc2cnnn2CCCC1=O,/,/,/,/,-1.1%,/,/,
COc1ccc(C2C3C=CC(C3)C2C(=O)O)cc1 (configuration not stated),/,/,/,/,0.6%,/,/,
c1ccc(CN2Cc3ccccc3-n3nncc3C2)nc1,/,/,/,/,-3.3%,/,/,
C[C@@H]1CN([C@@H](C)CO)C(=O)CCCn2nncc2CO[C@H]1CN(C)C(=O)Oc1cccc2ccccc12,/,/,/,/,-1.7%,/,/,
CC(=O)CC(c1ccc2c(c1)OCO2)c1c(O)c2ccccc2oc1=O (configuration not stated),/,/,/,/,-5.2%,/,/,
O=C(O)C1(Br)CC12c1ccccc1-c1ccccc12 (configuration not stated),/,/,-1.5%,/,-0.8%,/,/,
c1ccc(CCc2ccc3n2Cc2cnnn2-c2ccccc2-3)cc1,/,/,0.1%,/,-4.6%,/,/,NS5 inhibitors pilot replicate=-4.0
CCN1C(=O)NC(=O)C2(CCCC2)C1=O,/,/,0.4%,/,1.6%,/,/,
CC(C)CC1(CCc2ccccc2)C(=O)NC(=O)NC1=O,/,/,0.5%,/,4.0%,/,/,
CC12CCC3C(CCC4CC(=O)OCC43C)C1CCC2O (configuration not stated),/,/,-1.7%,/,3.2%,/,/,
CSc1nc(NC(C)C)nc(NC(C)C)n1,/,/,-1.7%,/,-1.6%,/,/,
O=C1NC(=O)C2(CCCC2)C(=O)N1,/,/,2.2%,/,5.0%,/,/,
CCc1cccc(CC)c1N(COC)C(=O)CCl,/,/,-3.1%,/,6.2%,/,/,

# 3 compounds already listed, sorted by SMILES length, descending:
SMILES,GPR35 arrestin U2OS,LYP phosphatase,K1F lysis inhibition,NTR1 ag,NS5 inhibitors,RSV antiviral HEp-2,AID2073,others
CC(C)CC1(CCc2ccccc2)C(=O)NC(=O)NC1=O,/,/,0.5%,/,4.0%,/,/,
CC12CCC3C(CCC4CC(=O)OCC43C)C1CCC2O (configuration not stated),/,/,-1.7%,/,3.2%,/,/,
O=C1NC(=O)C2(CCCC2)C(=O)N1,/,/,2.2%,/,5.0%,/,/,

# Following part:
SMILES,GPR35 arrestin U2OS,LYP phosphatase,K1F lysis inhibition,NTR1 ag,NS5 inhibitors,RSV antiviral HEp-2,AID2073,others
CC(O)C1C=CC=CC(=O)OC2CC3OC4C5OC5(C)CCC4(COC(=O)C4OC4(C)C(O)CO1)C2(C)C31CO1 (configuration not stated),/,/,2.6%,/,0.8%,/,/,
Cc1ccc(NP(=O)(Oc2ccccc2)Oc2ccccc2)cc1,/,/,-2.1%,/,-5.6%,/,/,
CCC1(CCO)C(=O)NC(=S)NC1=O,/,/,-1.4%,/,7.4%,/,/,
COc1ccc2c(c1)C(c1ccc(N(CCCl)CCCl)cc1)=NCC2,/,/,4.8%,/,-8.9%,/,/,
Cc1ccc2c(C)cccc2c1,/,/,-0.3%,/,-5.1%,/,/,
O=C(NCCCN1CC1)Nc1cccc2ccccc12,/,/,7.2%,/,-3.5%,/,/,
CC12CCC(O)CC1CCC1C2CCC2(C)C(C3=CC(=O)OC3)CCC12O (configuration not stated),/,/,2.1%,/,6.2%,/,/,
CC1CC(C)CC(C)C(O)C(C#N)=CC=CCC(C2CCCC2C(=O)O)OC(=O)CC(O)C(C)C1 (configuration not stated),/,/,-5.0%,/,-10.8%,/,/,
CCC(=O)OC(Cc1ccccc1)(c1ccccc1)C(C)CN(C)C (configuration not stated),/,/,2.2%,/,1.5%,/,/,
COc1ccc(C=C2C(=O)NC(=S)NC2=O)cc1,/,/,1.1%,/,-39.7%,/,/,
Cc1ccc(S(=O)(=O)N2Cc3cnnn3-c3ccccc3C2C#N)cc1 (configuration not stated),/,/,0.1%,/,-8.6%,/,/,NS5 inhibitors pilot replicate=1.8
CC(C)N(C(=O)CCl)c1ccccc1,/,/,-1.2%,/,-5.2%,/,/,

# Three successive entries already listed, for reference:
SMILES,GPR35 arrestin U2OS,LYP phosphatase,K1F lysis inhibition,NTR1 ag,NS5 inhibitors,RSV antiviral HEp-2,AID2073,others
COc1ccc(C=C2C(=O)NC(=S)NC2=O)cc1,/,/,1.1%,/,-39.7%,/,/,
Cc1ccc(S(=O)(=O)N2Cc3cnnn3-c3ccccc3C2C#N)cc1 (configuration not stated),/,/,0.1%,/,-8.6%,/,/,NS5 inhibitors pilot replicate=1.8
CC(C)N(C(=O)CCl)c1ccccc1,/,/,-1.2%,/,-5.2%,/,/,

# Later entries:
SMILES,GPR35 arrestin U2OS,LYP phosphatase,K1F lysis inhibition,NTR1 ag,NS5 inhibitors,RSV antiviral HEp-2,AID2073,others
N#C/C(=C\c1ccc(O)cc1)C(=O)O (tested in a mixture with another compound),/,/,2.2%,/,0.0%,/,/,
CC(=O)N1Cc2cnnn2-c2ccccc2C1C#N (configuration not stated),/,/,0.1%,/,-0.7%,/,/,NS5 inhibitors pilot replicate=0.6
COc1cccc(NP2(=O)OCC(C)([N+](=O)[O-])CO2)c1 (configuration not stated),/,/,i,/,5.4%,/,/,
C[C@]12CCC3C(CC[C@@H]4[C@H]5O[C@H]5CC[C@]34C)C1CC[C@@H]2O (some centres not stated),/,/,-1.6%,/,-4.8%,/,/,
CC(=O)C1(O)CCC2C3CCC4=C(Cl)C(=O)CCC4(C)C3CCC21C (configuration not stated),/,/,2.4%,/,?,/,/,
CCC(=O)OC1CCC2C3CCC4CC(=O)C=CC4(C)C3CCC12C (configuration not stated),/,/,0.2%,/,13.7%,/,/,
CC1=C(C)CC2(C(=O)NC(=O)NC2=O)C(C)C1 (configuration not stated),/,/,-0.1%,/,-0.8%,/,/,
CNC1(c2ccc(F)cc2)CCCCC1,/,/,2.6%,/,5.8%,/,/,
COc1ccc(CN2Cc3cnnn3-c3ccccc3C2C)cc1 (configuration not stated),/,/,0.1%,/,-2.6%,/,/,NS5 inhibitors pilot replicate=1.8
C[N+](C)(C)CC1CCCc2ccccc2C1=O (configuration not stated),/,/,-0.8%,/,-10.4%,/,/,
Cc1ccnc(NC(=O)CCCc2ccc(N(CCCl)CCCl)cc2)n1,/,/,3.2%,/,2.3%,/,/,
CC12CCC(=O)C=C1CCC1C2CCC2(C)C(O)(C(=O)CO)CCC12O (configuration not stated),/,/,1.9%,/,9.6%,/,/,
CCOC(=O)CC1c2ccccc2-n2nncc2CN1C (configuration not stated),/,/,0.0%,/,0.7%,/,/,
Cc1ccc(OP2(=O)Nc3cc(C)c(C)cc3S2)cc1 (configuration not stated),/,/,-5.3%,/,9.3%,/,/,
O=P(Oc1ccc(Cl)cc1)(N1CC1)N1CC1,/,/,1.7%,/,1.5%,/,/,
O=C(NN=Cc1ccc(N(CCCl)CCCl)cc1Cl)c1cccnc1,/,/,-1.9%,/,-3.5%,/,/,
CCN1CCOC(c2ccccc2)C1 (configuration not stated),/,/,1.6%,/,0.0%,/,/,
O=C1NC(=O)C(=Cc2cccs2)C(=O)N1,/,/,-5.3%,/,27.2%,/,/,
Cc1ccc(N2CCNCC2C)cc1 (configuration not stated),/,/,2.1%,/,-14.5%,/,/,
O=C1NC(=S)NC(=O)C1=Cc1c(Cl)cccc1Cl,/,/,-6.5%,/,26.9µM*,/,/,
CSc1nc(C)c(Br)c(N2CC2)n1,/,/,-4.0%,/,-47.8%,/,/,
O=P(O)(O)CN1CCNCCN(CP(=O)(O)O)CCNCC1,/,/,1.8%,/,3.9%,/,/,
c1ccc(C(CN2CCCCC2)c2ccccc2)cc1,/,/,2.2%,/,-1.6%,/,/,
